RXFP1 agonist – agonists of human relaxin receptor RXFP1; Potency, µM (highest dose often 57.5 µM), for the others: top-dose activation, most hits filed as activators; HEK293T-RXFP1 cAMP TR-FRET, 30 min; response scale: percent of porcine relaxin response, buffer zero; AID 2676; hit rate 0.3% among 370,000; Q9HBX9; note: potency is the fitted concentration of half-maximal effect; % is set by controls: 0 for no effect and ±100 for the full control effect; nearly all actives have a fitted effect of over 60% in size; many of its hits are not listed in these tables
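Agonist response is measured as cAMP accumulation in an RXFP1-transfected HEK293T line under PDE4 inhibition. Values are scaled between buffer-only and 29 nM porcine relaxin, and EC50s come from standard Hill equation fits.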
D1 ag – agonists of human D1 dopamine receptor. activation, % at 2 µM. hit rate 1% among 360,000. HEK293 T-REx D1 cells, calcium flux, agonist mode; in the data active = activation above about 30%; note: 0% is about no effect
Target sequence (P21728 whole entry, looked up): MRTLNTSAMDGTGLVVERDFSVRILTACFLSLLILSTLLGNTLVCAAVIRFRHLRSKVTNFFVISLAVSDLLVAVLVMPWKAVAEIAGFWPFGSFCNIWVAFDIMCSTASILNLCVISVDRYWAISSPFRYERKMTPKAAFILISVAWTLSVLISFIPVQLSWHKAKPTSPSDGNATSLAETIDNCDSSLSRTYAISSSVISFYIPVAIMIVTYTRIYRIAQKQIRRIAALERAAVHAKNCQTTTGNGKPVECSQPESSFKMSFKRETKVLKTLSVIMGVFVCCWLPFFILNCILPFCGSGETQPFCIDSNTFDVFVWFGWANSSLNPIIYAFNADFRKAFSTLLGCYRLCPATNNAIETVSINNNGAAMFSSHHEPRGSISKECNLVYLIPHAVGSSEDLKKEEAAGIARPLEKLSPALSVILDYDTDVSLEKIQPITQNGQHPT
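Tetracycline-induced HEK293 TREx D1 cells, force-coupled to calcium signalling, were dye-loaded with a no-wash calcium kit. Compound was pin-added after a 10 s baseline. Fluorescence was read kinetically at 1 cycle/s for 180 s, with calcium rises flagged as agonism.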
LDHA block – LDHA (human) enzyme inhibition | purified LDHA, NADH/diaphorase-resazurin fluorescence; stronger effect = lower value | hit rate 0.15% among 480,000 | AID 1347041 | P00338 | activity change, % (values are at about 110 or 230 µM); in the data active = activity change below about -30%; inconclusive = mostly about -25% to -30%;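 note: plate controls were DMSO wells for no effect and wells without enzyme for full effect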
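Human LDH5 at 2 nM final in Tris HCl pH 7.4 with 0.06 mM NADH and 0.2 mM pyruvate, reacted 5 minutes at room temperature. Remaining NADH coupled via diaphorase/resazurin; resorufin fluorescence read at 0 and 20 minutes, normalized to enzyme-free and DMSO wells.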
GRP78 ERSR act – induces the endoplasmic reticulum stress response in human glioma cells | Potency, µM, without a hit: top-dose activation, actives largely listed as activators | AID 602332 | U87-MG GRP78 promoter luciferase reporter, 16 h | hit rate 0.02% among 420,000; note: potency is the fitted concentration of half-maximal effect; series mostly up to about 76 µM; % of control where 0% means no effect; nearly all actives have a fitted effect of over 35% in size
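Stably transfected U87-MG glioma cells carrying a GRP78-based luciferase sensor; 16 h compound incubation. Luminescence end-point read 10 min after Bright-Glo addition at room temperature.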
D2 potentiator – positively modulates the human D2 dopamine receptor allosterically; AID 485347; HEK293 T-REx D2, calcium flux, EC20 dopamine potentiation; potentiation, % at 10 µM; P14416; hit rate 0.34% among 340,000;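 active = potentiation over 3 SD above the plate norm, cut at about 30% in these data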; note: 0% is about no effect
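Tetracycline-induced HEK293 T-REx cells force-coupled to calcium signalling expressed D2; compounds were pin-added after a 10 s baseline, read kinetically 180 s, then an EC20 dopamine challenge followed with a further 180 s calcium read.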
D1 PAM – enhances dopamine response at the human D1 receptor. HEK293 TREx D1 cells, calcium flux, dopamine EC20 potentiation. potentiation, % at 10 µM. hit rate 0.036% among 360,000; in the data active = potentiation above about 30%; note: 0% is about no effect
Vif-APOBEC3F blk – blocks the Vif interaction with APOBEC3F; AID 602313; HeLa A3F-eYFP + Vif (tagged APOBEC3F with the HIV-1 protein that degrades it), YFP fluorescence increase; Potency, µM (top dose mostly 46.1 µM), for the others: top-dose activity, negative = active; hit rate 0.2% among 390,000; note: potency is the fitted concentration of half-maximal effect; % of control where 0% means no effect; nearly all actives have a fitted effect of over 65% in size
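Fluorescence increase (Ex 488/Em 500-530) after overnight compound treatment at 37 deg C flags inhibition of Vif-driven A3F-eYFP loss in stable HeLa A3F-eYFP/Vif cells seeded overnight beforehand.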
Vif-A3G inh – blocks the Vif interaction with human APOBEC3G | Potency, µM (highest dose often 46.1 µM), for inactives: at the top dose activity, negative = active, most hits filed as inhibitors | hit rate 0.076% among 410,000 | HeLa A3G-eYFP + Vif (tagged APOBEC3G with the HIV-1 protein that degrades it), YFP fluorescence, overnight | Q9HC16 | AID 602310;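 note: potency is the fitted concentration of half-maximal effect; % is set by controls: 0 for no effect and ±100 for the full control effect; nearly all actives have a fitted effect of over 60% in size; hits raise eYFP signal because A3G escapes Vif-driven loss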
Target sequence (Q9HC16 whole entry, looked up): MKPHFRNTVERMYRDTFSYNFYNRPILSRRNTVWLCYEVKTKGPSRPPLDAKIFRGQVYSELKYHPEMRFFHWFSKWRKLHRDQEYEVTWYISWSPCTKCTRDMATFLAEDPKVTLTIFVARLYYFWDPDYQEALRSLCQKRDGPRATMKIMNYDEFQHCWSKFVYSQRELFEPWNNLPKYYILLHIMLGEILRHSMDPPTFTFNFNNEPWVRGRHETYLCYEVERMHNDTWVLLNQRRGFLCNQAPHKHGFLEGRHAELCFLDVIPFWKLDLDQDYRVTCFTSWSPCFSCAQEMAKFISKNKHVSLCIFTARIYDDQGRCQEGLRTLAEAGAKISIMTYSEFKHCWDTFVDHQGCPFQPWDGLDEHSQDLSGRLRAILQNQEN
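HeLa cells stably expressing Vif and C-terminally eYFP-tagged A3G, seeded overnight at 37 deg C, then exposed to compound by pintool overnight at 37 deg C. Rise in yellow fluorescence (Ex 488/Em 500-530, Acumen) marks blocked Vif-driven A3G degradation.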
D1 antag – human D1 dopamine receptor antagonism; P21728; HEK293 TREx D1 cells, calcium flux, dopamine EC80; stronger effect = lower value; activity change, negative = inhibition, % at 10 µM; hit rate 3.2% among 360,000; AID 504652; in the data active = activity change below about -30%; note: % is set by controls: 0 for no effect and ±100 for the full control effect
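Inducible Hek293 Trex D1 cells (tetracycline, overnight, 30 C). Calcium dye 30–90 min RT. Antagonist mode: EC80 dopamine added after 180 s compound read.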
Numbers without * were called inactive; ? = inconclusive; · = not tested or not shown; & = joins results of further samples. Unless noted, calls come from the whole dose curve; as a rule, active = well fitted curve in the direction sought with a large enough effect; inconclusive = small, poorly fitted or top-dose-only effect, or another doubt; inactive = no such curve, though single readings can be large; an effect the other way counts as inactive or inconclusive.

A first look (five entries):
(1) O=c1[nH]c2ccccc2c(=O)n1-c1ccc(Cl)cc1Cl
(2) CN1CCN(c2nc(N)c(Br)c(Cl)n2)CC1
(3) CCCCOc1ccc(C(C)=O)cc1Cc1c(O)[nH]c(=S)[nH]c1=O
(4) Nc1c(C(=O)NCc2ccco2)c2nc3ccccc3nc2n1CCN1CCCCC1
(5) Nc1c(C(=O)Nc2ccc(Br)cc2F)sc2nc3c(cc12)N1CCC3CC1
entry no.	1	2	3	4	5
RXFP1 agonist	-2.7%	2.9%	-0.3%	-0.4%	?
D1 ag	3	4	1	2	1
LDHA block	-5	5	2	-4	-3
GRP78 ERSR act	-1%	-7%	1%	-5%	5%
D2 potentiator	4	-17	-7	30*	-2
D1 PAM	-5	-2	-3	-1	-5
Vif-APOBEC3F blk	-6%	1%	-1%	?	2%
Vif-A3G inh	?	0%	4%	2%	3%
D1 antag	-12	-34*	0	7	-32*

The listing, from the first entry:
(1) O=c1[nH]c2ccccc2c(=O)n1-c1ccc(Cl)cc1Cl
(2) CN1CCN(c2nc(N)c(Br)c(Cl)n2)CC1
(3) CCCCOc1ccc(C(C)=O)cc1Cc1c(O)[nH]c(=S)[nH]c1=O
(4) Nc1c(C(=O)NCc2ccco2)c2nc3ccccc3nc2n1CCN1CCCCC1
(5) Nc1c(C(=O)Nc2ccc(Br)cc2F)sc2nc3c(cc12)N1CCC3CC1
(6) O=C(CN1CC(c2ccccc2)CC1=O)NCc1ccc(F)cc1 (stereo not drawn)
entry no.	1	2	3	4	5	6
RXFP1 agonist	-2.7%	2.9%	-0.3%	-0.4%	?	-0.2%
D1 ag	3	4	1	2	1	-3
LDHA block	-5	5	2	-4	-3	-6
GRP78 ERSR act	-1%	-7%	1%	-5%	5%	2%
D2 potentiator	4	-17	-7	30*	-2	-2
D1 PAM	-5	-2	-3	-1	-5	-3
Vif-APOBEC3F blk	-6%	1%	-1%	?	2%	2%
Vif-A3G inh	?	0%	4%	2%	3%	-1%
D1 antag	-12	-34*	0	7	-32*	-18

(7) c1ccc2c(CN3CCN(C4CCCCC4)CC3)c[nH]c2c1
(8) Cc1ccc(N2C(=O)CC(=O)NC2=O)cc1
(9) Cc1nccc2c1[nH]c1ccccc12
(10) CCOC(=O)C1=C(N)Oc2c(c(=O)oc3ccccc23)C12C(=O)N(C)c1ccccc12 (stereo not drawn)
(11) CN(C)c1ccc(C=Cc2ccnc3c(O)cccc23)cc1
(12) CN1C(=O)C(c2ccccc2)C(=O)N(C)C1=O
entry no.	7	8	9	10	11	12
RXFP1 agonist	-0.6%	1.5%	1.8%	-2.1%	·	·
D1 ag	6	5	7	2	·	·
LDHA block	1	0	3&-3	4&-3	-8	-6
GRP78 ERSR act	-3%	-1%	-3%&-5%&-3%&-2%&-4%&-2%&-4%	2%&-2%	-9%	-11%
D2 potentiator	-10	-11	2	1	·	·
D1 PAM	-3	-5	0	0	·	·
Vif-APOBEC3F blk	4%	-6%	-4%	-6%	?	-9%
Vif-A3G inh	-1%	1%	4%&6%	0%&-5%	-7%	-1%
D1 antag	-12	-9	1	-67*	·	·

(13) CCC1(C(=O)c2ccc(C)cc2)C2c3ccccc3OC(=O)C21C(=O)O (stereo not drawn)
(14) COc1cc(CN2CCCC(C(=O)c3sccc3C)C2)cc(OC)c1O (stereo not drawn)
(15) Nc1ncnc2c1ncn2[C@@H]1O[C@H](COP(=O)(O)CP(=O)(O)O)[C@@H](O)[C@H]1O
(16) OC(CNCc1ccccc1)c1ccc(Cl)cc1 (stereo not drawn)
(17) CCN(CC)C(=O)c1ccc(NC(=O)c2sccc2-c2ccccc2)cc1
(18) O=C(CN1CCOCC1)c1ccc2cc[nH]c2c1
entry no.	13	14	15	16	17	18
RXFP1 agonist	3.3%	3.8%	·	·	?	4.6%
D1 ag	2	0	·	·	7	2
LDHA block	-7	16	-7	-4	-6	-14
GRP78 ERSR act	-1%	-5%	-3%&-2%	-4%	-3%	-2%
D2 potentiator	2	-8	·	·	-1	-3
D1 PAM	0	-2	·	·	-1	4
Vif-APOBEC3F blk	8%	-13%	1%	-2%	7%	-2%
Vif-A3G inh	0%	-4%	0%	0%	-7%	-4%
D1 antag	1	-2	·	·	-3	0

One compound at a time, as listed above. Order of screens: RXFP1 agonist | D1 ag | LDHA block | GRP78 ERSR act | D2 potentiator | D1 PAM | Vif-APOBEC3F blk | Vif-A3G inh | D1 antag
OC(CNCc1ccccc1)c1ccc(Cl)cc1 (stereo not drawn) as listed: · | · | -4 | -4% | · | · | -2% | 0% | ·
CCOC(=O)C1=C(N)Oc2c(c(=O)oc3ccccc23)C12C(=O)N(C)c1ccccc12 (stereo not drawn) as listed: -2.1% | 2 | 4&-3 | 2%&-2% | 1 | 0 | -6% | 0%&-5% | -67*

More records:
(19) CCc1nc(SC)ncc1C(=O)Nc1ccc(Cl)cc1C(=O)c1ccccc1
(20) Cn1c(O)c(C=Nc2cccc(C(F)(F)F)c2)c(=O)n(C)c1=O
(21) CC1=C(C(=O)Nc2ccccc2)SCCO1
(22) O=C(c1c[nH]cc1-c1ccccc1)c1cccc2ccccc12
(23) CCOC(=O)CNC(=S)N1CC2C[C@@H](C1)Cn1c2cccc1=O
(24) C1=C(c2ccccc2)CCNC1
entry no.	19	20	21	22	23	24
RXFP1 agonist	1.5%	9.8%	0.4%	0.4%	-2.2%	0.7%
D1 ag	2	2	0	4	6	3
LDHA block	1	-1	-10	1	0	-4
GRP78 ERSR act	-3%	-3%	1%	-7%	-3%	-6%
D2 potentiator	·	-9	2	1	3	-29
D1 PAM	7	14	-5	-12	-6	-12
Vif-APOBEC3F blk	5%	-5%	1%	-7%	3%	-1%
Vif-A3G inh	4%	3%	1%	-14%	0%	-4%
D1 antag	17	11	-1	0	1	-29

(25) Cc1ccccc1N
(26) CC(=NCCC1=CCCCC1)c1c(O)n(-c2ccccc2)c(=O)[nH]c1=O
(27) CCC(=O)C(CCN1CCOCC1)(c1ccccc1)c1ccccc1
(28) CCOC(=O)C1(c2ccccc2)CCN(CCC(=O)Nc2cccc(Br)c2)CC1
(29) COC(=O)C1=C(c2ccc(F)cc2OCc2ccccc2)C[C@@H]2CC[C@H]1N2C(=O)N1CCC(O)CC1
(30) COC(=O)C1=C(c2ccccc2)C[C@@H]2CC[C@H]1N2C(=O)N1CCOCC1
entry no.	25	26	27	28	29	30
RXFP1 agonist	-0.1%	-0.4%	·	-0.2%	-2.8%	·
D1 ag	-2	0	·	5	4	·
LDHA block	-6	-2	-2	-3	-5	-4
GRP78 ERSR act	-5%	-4%	-3%	-4%	-3%	-1%
D2 potentiator	16	-9	·	·	10	·
D1 PAM	-2	-6	·	-3	-1	·
Vif-APOBEC3F blk	1%	-10%	-19%	7%	4%	3%
Vif-A3G inh	2%	2%	-8%	-20%	-1%	0%
D1 antag	·	0	·	-23	19	·

(31) COc1cc(/C=C/C(=O)c2c(O)n(CCc3ccccc3)c(=O)[nH]c2=O)ccc1O
(32) Cc1cc(OCc2ccc([N+](=O)[O-])cc2)c2c3c(c(=O)oc2c1)CCCC3
(33) CC(C)(C)NC(=O)NC(=O)CN1CC=C(c2ccccc2)CC1
(34) O=C1CN=C(c2ccccc2F)c2cc(Cl)ccc2N1
(35) COCCCNC(=O)c1c(N)n(Cc2ccco2)c2nc3ccccc3nc12
(36) Cc1ccc(C2=NC(C)(C)N3C2C3c2ccc([N+](=O)[O-])cc2)cc1 (stereo not drawn)
entry no.	31	32	33	34	35	36
RXFP1 agonist	-0.6%	3.9%	-0.3%	1.0%	3.5%	0.3%
D1 ag	42*	2	1	4	6	1
LDHA block	3	2	2	1	8	-5
GRP78 ERSR act	8%	0%	-4%	-2%	1%	-3%
D2 potentiator	6	-9	-29	-5	-5	5
D1 PAM	0	5	2	6	-1	-3
Vif-APOBEC3F blk	?	-11%	-3%	1%	-9%	-16%
Vif-A3G inh	?	0%	-6%	-1%	-14%	-1%
D1 antag	9	-30*	-28	99	-3	-12

(37) c1ccc2c(CCNC3CCCCC3)c[nH]c2c1
(38) CC(Cc1ccccc1Sc1ccc(O)cc1)N(C)C (stereo not drawn)
(39) O=C(Cc1ccccc1)NC(Cc1ccc(Cl)cc1)C(=O)O (stereo not drawn)
(40) COc1cccc(N2C(=O)NC(=O)/C(=C/c3ccc([N+](=O)[O-])s3)C2=O)c1
(41) CC(=O)C1CCC2C3CCC4CC(O)CCC4(C)C3CCC12C (stereo not drawn)
(42) COc1ccc2c3c1O[C@H]1C(=O)CC[C@H]4[C@@H](C2)N(C)CC[C@]314
entry no.	37	38	39	40	41	42
RXFP1 agonist	4.9%	-0.1%	0.9%	4.3%	-0.2%	·
D1 ag	25	15	2	13	4	·
LDHA block	-20	-4	-7	21	-8	-5
GRP78 ERSR act	-2%	-1%	0%	-3%	-2%	-3%&-2%
D2 potentiator	-12	-23	0	3	-1	·
D1 PAM	-8	-22	2	2	-1	·
Vif-APOBEC3F blk	5%	-1%	-6%	?	-3%	6%
Vif-A3G inh	0%	0%	8%	-16%	3%	-1%
D1 antag	-22	-48*	0	8	14	·

(43) CCc1ccc(C2=NN(CCC(=O)N3CCC4(CC3)OCCO4)C(=O)CC2)cc1
(44) C[C@]12C[C@@H](O)[C@H](O)CC1=CCC1C2CC[C@@]2(C)C1CC[C@@H]2O (stereo partly drawn)
(45) O=C(c1cc(-c2cccnc2)nc2ccccc12)N1CCC2(CC1)OCCO2
(46) O=C(CN1CC(c2ccccc2)CC1=O)Nc1ccc(F)cc1 (stereo not drawn)
entry no.	43	44	45	46
RXFP1 agonist	-0.8%	·	0.1%	-0.3%
D1 ag	-3	·	1	2
LDHA block	-9	-2	-5	0
GRP78 ERSR act	-3%	1%	-4%	0%
D2 potentiator	18	·	-2	-6
D1 PAM	-15	·	-2	2
Vif-APOBEC3F blk	-7%	-1%	-2%	2%
Vif-A3G inh	0%	1%	2%	2%
D1 antag	0	·	-2	-3

Screens as filed in PubChem BioAssay.

Not all compounds are listed; rates above refer to the full screens.
